Source: PubChem BioAssay
hERG rescue – hERG rescue from dofetilide block, primary screen, cell-based, CHO-hERG, FluxOR thallium flux, dofetilide IC70. AID 1511, 2009. Voltage-gated inwardly rectifying potassium channel KCNH2 (Homo sapiens), Q12809. 0.51% of 310,000 active. dofetilide IC70 present. activation (rescue from dofetilide block), less the hit threshold, % at 10 µM;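 active = activation above the mean of controls blocked by dofetilide plus 5 SD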;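 note: thallium influx through hERG after potassium depolarization seen as dye fluorescence rise; in these data hits start at about 4.7%; inactives centre near -7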
KCNK9 block – KCNK9 potassium channel inhibitors, primary screen, HEK293 cells, thallium flux. B-score at 10 µM. Potassium channel subfamily K member 9 (Homo sapiens), Q9NPC2. 1.2% of 310,000 active. FluxOR thallium flux fluorescence; active compounds read low. AID 488922, 2010;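 active = ratio B-score over 3 SD below the library mean, with starting fluorescence within 5 SD of its mean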;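 note: negative B-score means less thallium flux so channel inhibition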
KCNQ1 pot – potentiators or activators of KCNQ1 channel, primary screen, cell-based, thallium flux, high-throughput; Potassium voltage-gated channel subfamily KQT member 1 (Homo sapiens), P51787; 0.35% of 310,000 active; CHO-K1 KCNQ1, thallium flux FluxOR fluorescence; active compounds read high; B-score at 10 µM;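 active = fluorescence ratio B-score, a plate-corrected score, at least three library SD, with initial intensity B-score within 5 SD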
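Material: CHO-K1 cells stably expressing KCNQ1. Medium: assay buffer for compound exposure, DMSO matched across wells. Reagent: K+/Tl+ depolarizing stimulus. Compound dosing: single-concentration screen. Times: 37 °C overnight plating, 90-min dark dye load, 20-min compound pretreatment. Technique: FluxOR Tl+ flux fluorescence.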
KCNQ1 inh – inhibitors of human KCNQ1 channel, primary screen, cell-based, thallium flux, high-throughput. Potassium voltage-gated channel subfamily KQT member 1 (Homo sapiens), P51787. CHO-K1 KCNQ1, FluxOR thallium flux fluorescence; active compounds read high. B-score at 10 µM. 1.3% of 310,000 active. AID 2642, 2010;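 active = compounds whose thallium flux B-score, printed positive for inhibition, exceeds three library SD while starting fluorescence stays within three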;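 note: channel opened by potassium depolarization with thallium stimulus after 20 min compound exposure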
TMEM16A act – TMEM16A chloride channel activators or potentiators, primary screen, cell-based, HTS | Anoctamin-1 (Mus musculus), Q8BHY3 | B-score at 10 µM | AID 623877, 2012 | 0.3% of 340,000 active | HEK293 TMEM16A/YFP-H148Q/I152L, iodide quench fluorescence; active compounds read low;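 active = fluorescence-ratio B-score plate-corrected deviation score at least 3 library SD below zero, with starting fluorescence score within 5 deviations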;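 note: channel opened by trigger with iodide after compound preincubation; score built on the fluorescence ratio of max minus min over baseline; more negative score means more quench and so TMEM16A activation or potentiation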
Target sequence (Q8BHY3 whole entry, looked up): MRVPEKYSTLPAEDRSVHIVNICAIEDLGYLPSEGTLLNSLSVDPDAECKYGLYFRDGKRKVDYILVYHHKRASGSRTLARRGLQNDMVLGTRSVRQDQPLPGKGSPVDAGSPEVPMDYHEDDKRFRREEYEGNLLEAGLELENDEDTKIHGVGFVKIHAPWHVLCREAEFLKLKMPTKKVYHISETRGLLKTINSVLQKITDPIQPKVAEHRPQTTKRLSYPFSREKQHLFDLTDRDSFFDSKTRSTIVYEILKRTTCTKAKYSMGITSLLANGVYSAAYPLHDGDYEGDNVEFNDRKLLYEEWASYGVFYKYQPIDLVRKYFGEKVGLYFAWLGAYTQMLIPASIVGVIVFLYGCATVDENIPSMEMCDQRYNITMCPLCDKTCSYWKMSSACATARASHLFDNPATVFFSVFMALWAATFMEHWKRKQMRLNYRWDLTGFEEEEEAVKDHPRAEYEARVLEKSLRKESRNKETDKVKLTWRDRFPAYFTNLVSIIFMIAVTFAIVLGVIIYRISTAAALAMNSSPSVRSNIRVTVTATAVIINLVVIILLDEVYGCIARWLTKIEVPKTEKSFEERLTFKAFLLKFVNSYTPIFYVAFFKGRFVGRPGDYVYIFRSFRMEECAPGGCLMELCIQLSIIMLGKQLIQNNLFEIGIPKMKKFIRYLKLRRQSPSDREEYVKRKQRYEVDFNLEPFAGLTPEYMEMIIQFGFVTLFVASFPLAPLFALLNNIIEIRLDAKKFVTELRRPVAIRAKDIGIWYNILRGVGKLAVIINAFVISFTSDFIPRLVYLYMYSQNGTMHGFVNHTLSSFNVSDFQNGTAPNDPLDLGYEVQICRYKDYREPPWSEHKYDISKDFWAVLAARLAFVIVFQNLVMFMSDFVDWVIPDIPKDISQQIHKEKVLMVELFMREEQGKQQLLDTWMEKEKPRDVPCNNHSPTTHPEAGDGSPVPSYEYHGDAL
MrgX1 allo act – positive allosteric modulators of MrgX1, primary screen, HEK293 cells, Fluo-4 calcium flux | Mas-related G-protein coupled receptor member X1 (Homo sapiens), Q96LB2 | FDSS; active compounds read high | B-score at 10 µM | 0.63% of 310,000 active | AID 588675, 2011;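 active = plate-corrected calcium response at least 3 library SD above typical, normal starting fluorescence, not activating the receptor alone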;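 note: compound read alongside a low EC10 to EC30 dose of BAM8-22 agonist; peak minus trough fluorescence over baseline measured at the second addition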
TMEM16A inh – TMEM16A chloride channel inhibitors, primary screen, cell-based, HTS; Anoctamin-1 (Mus musculus), Q8BHY3; HEK293 TMEM16A/YFP iodide influx fluorescence, ionomycin; normalized B-score (activity score, 25-100; higher = stronger inhibition) at 10 µM; 1.2% of 310,000 active; AID 588511, 2011;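 active = ratio plate-corrected score three or more library SD toward inhibition, starting fluorescence score within five deviations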;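 note: score derived from kinetic fluorescence span divided by baseline fluorescence per well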
RGS4 block – RGS4 inhibitors, primary screen, cell-based, HEK293 M3R inducible RGS4, calcium flux | AID 463165, 2010 | Fluo-4 calcium flux; active compounds read high; triggered by carbachol at its EC20 | B-score at 10 µM | 0.45% of 310,000 active | Regulator of G-protein signaling 4 (Homo sapiens), P49798;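 active = B-score, a plate-corrected calcium signal, over three deviations above library mean, with baseline fluorescence within five deviations of library mean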;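 note: RGS4 expression induced by doxycycline in cells with stable M3 receptor; B-score is computed from the integrated fluorescence ratio over baseline after carbachol; higher B-score means a larger calcium signal and so more RGS4 inhibition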
MrgX1 agonist – agonists of human MrgX1 receptor, primary screen, HEK293 cells, Fluo-4 calcium flux; Mas-related G-protein coupled receptor member X1 (Homo sapiens), Q96LB2; Fluo-4 calcium fluorescence, agonist mode; active compounds read high; B-score at 10 µM; 0.44% of 310,000 active; AID 588627, 2011;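 active = calcium response B-score plate-corrected fluorescence ratio at least 3 library SD, with starting fluorescence B-score inside 5 SD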
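System – MrgX1-expressing HEK293 cells · Incubation – cells plated overnight, dye loaded 0.5 h 37 °C, 0.5 h room temperature · Technique – kinetic Fluo-4 NW fluorescence of intracellular calcium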
KCNK3 inh – human KCNK3 channel inhibitors, primary screen, CHO cells, FluxOR thallium flux, B-score | Potassium channel subfamily K member 3 (Homo sapiens), O14649 | FluxOR fluorescence; active compounds read low | B-score at 10 µM | 0.84% of 340,000 active;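 active = B-score under library mean minus 4 SD, starting fluorescence ratio at most library mean plus 5 SD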;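 note: more negative B-score means stronger inhibition of thallium flux through KCNK3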
RGS4 act – RGS4 potentiators or activators, primary screen, cell-based, HEK293 M3R inducible RGS4, calcium flux | carbachol calcium flux Fluo4; active compounds read low | B-score at 10 µM | 0.92% of 310,000 active | AID 463111, 2010;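 active = B-score of the integrated calcium signal more than 4 SD below the library mean, with starting fluorescence not abnormally high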;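 note: negative B-score means reduced calcium response which marks RGS4 activation or potentiation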
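test system = HEK293 cells with stable M3R and inducible RGS4 | schedule = recording 10 s baseline at 1 Hz, 100 s post-agonist | technique = Fluo4-AM (2 µM) calcium-flux fluorescence, kinetic read | measure = Agonist-evoked peak-minus-minimum fluorescence over baseline, integrated ratio, B score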
Numbers without * were called inactive; i = inactive.

SMILES | hERG rescue | KCNK9 block | KCNQ1 pot | KCNQ1 inh | TMEM16A act | MrgX1 allo act | TMEM16A inh | RGS4 block | MrgX1 agonist | KCNK3 inh | RGS4 act
O=C(Nc1cccnc1)c1sc(Nc2ccccc2)nc1-c1ccccc1 | -6.4 | i | i | i | i | i | i | i | i | i | i
O=C(NC1CCCN(Cc2ccc(Cl)cc2)C1)c1cnc2ccccn2c1=O (centres undefined) | -12.1 | i | i | i | i | i | i | i | i | i | i
O=C(O)C1CC=CCC1C(=O)Nc1ccccc1 (centres undefined) | 1.9 | i | i | i | i | i | i | i | i | i | i
CCOC(=O)c1c(NC(=S)NC(=O)c2ccc(Cn3cc(Cl)cn3)o2)sc2c1CCC(C)C2 (centres undefined) | -3.6 | i | i | i | i | i | i | i | i | i | i
O=C(Nc1ccc(C(F)(F)F)cc1)N1CCN(c2ccnc3cc(Cl)ccc23)CC1 | -10.1 | i | i | 6* | i | i | i | i | i | i | i
COC(=O)c1ccccc1NC(=O)Nc1cc(C(C)(C)C)on1 | -7.5 | i | i | i | i | i | i | i | i | i | i
COc1ccc2c(C)cc3nncn3c2c1 | -6.6 | i | i | i | i | i | i | i | i | i | i
O=C(CSc1nncs1)NC(=O)NC1CCCC1 | -4.4 | i | i | i | i | i | i | i | i | i | i
O=C(Nc1ccccc1)OCc1cn(-c2ccc(Cl)cc2)nn1 | -10.4 | i | i | i | i | i | i | i | i | i | i
Cc1nc(C(=O)N2CCCC(C(=O)c3cccc(OC(C)C)c3)C2)cs1 (centres undefined) | -9.1 | i | i | i | i | i | i | i | i | i | i
O=C(c1ccccc1)N1CCN(c2ccc([N+](=O)[O-])c(NCc3ccco3)c2)CC1 | -16.3 | i | i | i | i | i | i | i | i | i | i
COC(=O)COc1ccc(S(=O)(=O)NCc2ccncc2)cc1 | -21.8 | i | i | i | i | i | i | i | i | i | i
OCCOCCn1c(C2CCCN2c2nc(-c3ccc(F)cc3)cs2)nc2cc(C(F)(F)F)ccc21 (centres undefined) | -8.6 | i | i | i | i | i | i | i | i | i | i
Cc1ccc(S(=O)(=O)N2CCC(C(=O)NNC(=O)c3ccccc3O)CC2)cc1 | -17.6 | i | i | i | i | i | i | i | i | i | i
O=C(Nc1nnc(-c2ccc(Br)cc2)o1)C1=COCCO1 | -12.8 | i | i | i | i | i | i | i | i | i | i
Fc1ccc(-c2nnc(CSc3nnc4ccccn34)o2)cc1 | -9.7 | i | i | i | i | i | i | i | i | i | i
CC(C)n1cc(NC(=O)C2CC(c3cccc(Br)c3)=NO2)cn1 (centres undefined) | -8.1 | i | i | i | i | i | i | i | i | i | i
C=CCn1cc(C(=O)NCCCN(CC)CC)c(=O)c2cc(S(=O)(=O)N3CCC(C)CC3)ccc21 | -3.4 | i | i | i | i | i | i | i | i | i | i
CNC(=O)CSc1cn(CC(=O)N(C(C)C)C(C)C)c2ccccc12 | -17.1 | i | i | i | i | i | i | i | i | i | i
COc1ccc(-n2nc(C(=O)O)c3ccccc3c2=O)c(OC)c1 | -6.8 | i | i | i | i | i | i | i | i | i | i
O=C(CCCSc1nc2ccccc2[nH]1)Nc1ccccc1 | -8.8 | i | i | i | i | i | i | i | i | i | i
Cc1ccc(C(=O)OCC(=O)NCc2ccco2)cc1 | -12.9 | i | i | i | i | i | i | i | i | i | i
c1ccc(-c2nn3c(-c4ccccc4)nnc3s2)cc1 | -9.2 | i | i | i | i | i | i | i | i | i | i
CC(C)c1ccc(SCc2noc(C(=O)NCC3CCCO3)c2C(=O)O)cc1 (centres undefined) | -3.5 | i | i | i | i | i | i | i | i | i | i
COc1ccc(C2CC(C)(c3ccc(OC)cc3)Nc3ccccc3N2)cc1 (centres undefined) | -5.1 | i | i | i | i | i | i | i | i | i | i
SMILES | hERG rescue | KCNK9 block | KCNQ1 pot | KCNQ1 inh | TMEM16A act | MrgX1 allo act | TMEM16A inh | RGS4 block | MrgX1 agonist | KCNK3 inh | RGS4 act
COc1ccc(Nc2c3c(nc4ccc(C)cc24)CCC3)cc1 | -10.4 | i | i | 8* | i | i | i | i | i | i | i
O=C(CCC1CCCN(C(=O)c2ccoc2)C1)NCc1ccccc1F (centres undefined) | -3.2 | i | i | i | i | i | i | i | i | i | i
Cn1c(SC2CCCCC2=O)nnc1-c1ccccc1F (centres undefined) | -3.6 | i | i | i | i | i | i | i | i | i | i
Cc1cnn(C(=O)c2oc3ccccc3c2C)c1 | -11.5 | i | i | i | i | i | i | i | i | i | i
COc1ccc(NC(=O)c2sc3nc(Cc4ccccc4)cc(C(F)(F)F)c3c2N)cc1OC | -8.1 | i | i | i | i | i | i | i | i | i | i
O=C(Nc1cccc(Cl)c1)N(Cc1nc2ccccc2c(=O)[nH]1)Cc1cccs1 | -7.4 | i | i | i | i | i | i | i | i | i | i
COCCN1C(=O)N[C@@H](c2cccs2)C(C(C)=O)=C1C | -5.0 | i | i | i | i | i | i | i | i | i | i
CC1CN(C)CCC1OC(=O)c1ccccc1 (centres undefined) | 0.8 | i | i | i | i | i | i | i | i | i | i
Cc1cc(Nc2ccc(O)cc2)n2c(nc3ccccc32)c1C#N | -5.7 | i | i | i | i | i | i | i | i | i | i
COc1ccc(C(=O)Nc2ccc(C(=O)NCC3CCCO3)cc2)c(OC)c1OC (centres undefined) | -2.7 | i | i | i | i | i | i | i | i | i | i
COc1ccc(OCC(=O)Nc2nnc(C)s2)cc1 | -6.4 | i | i | i | i | i | i | i | i | i | i
O=C(NCc1ccc2c(c1)OCO2)C1CCCN(S(=O)(=O)c2cccs2)C1 (centres undefined) | -15.8 | i | i | i | i | i | i | i | i | i | i
Cc1ccccc1-n1ccnc1SCC(=O)NCC1CCCO1 (centres undefined) | -8.1 | i | i | i | i | i | i | i | i | i | i
Cc1ccc2c(c1)/C(=C/c1ccc(F)cc1)C(=O)N2 | -0.9 | i | i | i | i | i | i | i | i | i | i
Cc1cccc(-n2cc(C#N)c(=O)[nH]c2=O)n1 | -10.5 | i | i | i | i | i | i | i | i | i | i
CCOC(=O)c1c(N)sc(C(O)(C(F)(F)F)C(F)(F)F)c1-c1ccc(F)cc1 | -38.6 | -9.27* | i | i | i | i | i | i | i | -12.2* | i
Cc1ccc(NC(=S)NNC(=O)c2nnn(-c3ccccc3)c2C)cc1 | -12.6 | i | i | i | i | i | i | i | i | i | i
CCC(=O)c1ccc(OCc2ccccc2)c(OC)c1 | -7.4 | i | i | i | i | i | i | i | i | i | i
CCCCN(C(=O)C1=COCCO1)c1c(N)n(CCC)c(=O)[nH]c1=O | -9.2 | i | i | i | i | i | i | i | i | i | i
O=C(NC1CCCCCC1)C1c2ccccc2C(=O)N1CCCN1CCOCC1 (centres undefined) | -9.2 | i | i | i | i | i | i | i | i | i | i
C/C(=N/NS(=O)(=O)c1ccc(C)cc1C)c1ccc2c(c1)OCO2 | -2.0 | i | i | i | i | i | i | i | i | i | i
O=C(Nc1cnc2ccccc2c1)c1cccc(-n2cnnn2)c1 | -13.2 | i | i | i | i | i | i | i | i | i | i
Cc1ccc(-c2csc(NC(=O)Cc3cccs3)n2)cc1C | -7.6 | i | i | i | i | i | i | i | i | i | i
COc1ccccc1C(=O)CSc1nccn1C | -8.7 | i | i | i | i | i | i | i | i | i | i
CCOC(=O)c1cccc(NC(=O)CSc2nc3ccccc3c(=O)n2CC)c1 | -7.0 | i | i | i | i | i | i | i | i | i | i
SMILES | hERG rescue | KCNK9 block | KCNQ1 pot | KCNQ1 inh | TMEM16A act | MrgX1 allo act | TMEM16A inh | RGS4 block | MrgX1 agonist | KCNK3 inh | RGS4 act
O=C(NC(=S)Nc1ccccc1C(=O)O)c1cncc(Br)c1 | -3.2 | i | i | i | i | i | i | i | i | i | i
Cc1ccc(-c2csc3ncn(Cc4ccc(C(=O)O)cc4)c(=O)c23)cc1C | -2.4 | i | i | i | i | i | i | i | i | i | i
CC(=O)N1c2ccc(S(=O)(=O)NCCC(=O)NCCc3cccc(C)c3)cc2CC1C (centres undefined) | -8.8 | i | i | i | i | i | i | i | i | i | i
COc1ccc(C(=O)NCC(=O)NCC(=O)OCc2ccc(Br)cc2)cc1 | -5.2 | i | i | i | i | i | i | i | i | i | i
COCCn1c(C)cc(C(=O)COC(=O)c2cccc(O)c2)c1C | -14.4 | i | i | i | i | i | i | i | i | i | i
O=C1/C(=C/c2ccncc2)N=C2CCCCCN12 | -8.7 | i | i | i | i | i | i | i | i | i | i
Cc1ccc(C)c(NC(=S)NNC(=O)c2csc(C)c2)c1 | -8.8 | i | i | i | i | i | i | i | i | i | i
O=C(NCCc1ccc(Cl)cc1)Nc1cccc(Cl)c1 | -10.3 | i | i | i | i | i | i | i | i | i | i
O=C(CSCc1ccc(Cl)cc1)Nc1nccs1 | -3.0 | i | i | i | i | i | i | i | i | i | i
O=C(c1ccc(C#CC2(O)CCCCC2)cc1)N1CCOCC1 | -12.3 | i | i | i | i | i | i | i | i | i | i
Cc1cc(Cl)ccc1OCC(=O)NC1CCCC1 | -1.7 | i | i | i | i | i | i | i | i | i | i
CCn1cc(Br)c(C(=O)Nc2ccc(C(=O)OC(C)C)cc2)n1 | -4.7 | -10.7* | i | i | i | i | i | i | i | -9.7* | i
COc1ccc(Cl)cc1NC(=O)/C=C\C(=O)O | -2.9 | i | i | i | i | i | i | i | i | i | i
COc1ccc(CCN(Cc2nc(-c3ccccc3)no2)Cc2nc(-c3ccccc3)no2)cc1OC | -7.1 | i | i | i | i | i | i | i | i | -9.15* | i
O=C(NCc1ccccn1)c1ccc(OC2CCN(Cc3ccccc3)CC2)cc1 | -10.4 | i | i | i | i | i | i | i | i | i | i

Random draw from the library; about 6.3% have a hit in one of these screens.
